Pin1 inhibitor – inhibitors of human Pin1 | Pin1 FP peptide displacement, HiFluor488, 10 min | Q13526 | Potency, µM (highest dose often 115 µM), inactives show at the highest dose activity, negative = inhibition, actives largely listed as inhibitors | 0.009% of 390,000 active; active = well fitted inhibition curve with a large enough effect in the polarisation, with a control signal flat, not every such curve was filed as active; inconclusive = small, poorly fitted or top-dose-only effect, or effect the other way, or a change in a side signal; inactive = no such curve, though single readings can be large or run the other way; the % refers to the polarisation; also: % is scaled to controls: 0 for no effect and ±100 for the full control effect
Target sequence (Q13526 whole entry, looked up): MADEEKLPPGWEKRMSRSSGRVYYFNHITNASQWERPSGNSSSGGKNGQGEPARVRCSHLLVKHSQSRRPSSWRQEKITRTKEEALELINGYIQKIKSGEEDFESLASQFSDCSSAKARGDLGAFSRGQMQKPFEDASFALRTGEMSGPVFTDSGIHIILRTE
Tb PGK inh – inhibitors of T. brucei phosphoglycerate kinase; PGK/GAPDH coupled, Kinase-Glo luminescence, 60 min; P07378; AID 602233; 0.043% of 380,000 active; Potency, µM (series often up to 57.5 µM), for the others: at the highest dose activity change, negative = inhibition, hits mostly inhibitors; also: % is scaled to controls: 0 for no effect and ±100 for the full control effect; nearly all actives have a fitted effect of over 60% in size
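Recombinant glycosomal PGK reaction used 1,3-bisphosphoglycerate generated in-well by GAPDH (100nM final) in 100mM TEA pH 7.6, 5mM MgCl2, 0.01% Tween-20. After 60 minutes at room temperature, ATP was read by Kinase-Glo Plus luminescence end-point.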
12-LOX inh – ALOX12 (human) lipoxygenase inhibition. P18054. purified 12hLO, xylenol orange hydroperoxide absorbance. 1.1% of 580,000 active. Potency, µM (top dose mostly 108 µM), inactives show top-dose activity change, negative = inhibition, actives largely listed as inhibitors. AID 1671190; also: % is scaled to controls: 0 for no effect and ±100 for the full control effect
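Purified human 12hLO at 150 nM in 25 mM Hepes, 0.01% Triton X-100, pH 7.0, preincubated 15 min at room temperature with compound. Reaction started with 40 uM arachidonic acid, 30 min at room temperature. Hydroperoxide measured by Fe-xylenol orange, 573/405 nm absorbance ratio.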
ERG-DNA inh – inhibitors of human ERG Ets domain-DNA interaction; P11308; Potency, µM (titrated, usually from 76.9 µM), without a hit: at the highest dose FP activity, negative = inhibition, usual class: inhibitors; AID 624246; fluorescence polarization, His-ERG Ets domain / labelled DNA; 0.028% of 370,000 active; active = well fitted inhibition curve with a large enough effect in the polarisation, with a control signal flat; inconclusive = small, poorly fitted or top-dose-only effect, or effect the other way, or a change in a side signal; inactive = no such curve, though single readings can be large or run the other way; the % refers to the polarisation;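 also: polarization taken with two DNA probes labelled with fluorescein and Texas red; % of control where 0% means no effect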
Target sequence (P11308 whole entry, looked up, the tested form may be a part): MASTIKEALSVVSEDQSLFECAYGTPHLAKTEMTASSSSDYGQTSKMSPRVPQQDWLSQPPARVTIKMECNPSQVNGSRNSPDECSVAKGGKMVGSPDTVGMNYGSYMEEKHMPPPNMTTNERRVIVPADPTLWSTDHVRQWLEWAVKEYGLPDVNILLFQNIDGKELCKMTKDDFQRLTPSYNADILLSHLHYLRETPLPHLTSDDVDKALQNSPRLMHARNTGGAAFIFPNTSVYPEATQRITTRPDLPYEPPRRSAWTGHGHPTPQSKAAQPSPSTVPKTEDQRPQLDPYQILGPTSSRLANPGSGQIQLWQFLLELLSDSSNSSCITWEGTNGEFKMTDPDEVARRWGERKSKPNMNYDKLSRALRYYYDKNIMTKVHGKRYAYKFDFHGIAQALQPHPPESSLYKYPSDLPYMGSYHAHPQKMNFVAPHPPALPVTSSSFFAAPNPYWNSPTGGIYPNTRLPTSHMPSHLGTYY
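His-tagged ERG Ets domain (1 uM in the protein solution; 300mM KCl, 50mM Tris-HCl, 1mM EDTA, 1mM DTT, pH 7.5) received compound, then a probe mix of 5 nM fluorescein-DNA and 100nM Texas-615-DNA. Fluorescence polarization was read for both dyes.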
GLS inh – blocks human kidney-isoform glutaminase activity; GLS enzymatic activity, qHTS titration; Potency, µM (highest dose often 45.5 µM), for the others: at the highest dose activity change, negative = inhibition, hits mostly inhibitors; 0.21% of 410,000 active; also: % is scaled to controls: 0 for no effect and ±100 for the full control effect
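Assay buffer: 45 mM KH2PO4 pH 8.2, 0.02% Tween-20. hKGA acts on L-glutamine (1 mM solution added); product glutamate is reported by an oxidase/peroxidase Amplex Red coupling, with fluorescence taken at baseline and 30 min.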
HP1b chromo inh – blocks HP1-beta chromodomain binding to methylated histone tails; P83916; Potency, µM (top dose mostly 114 µM), without a hit: at the top dose activity change, negative = inhibition, most hits filed as inhibitors; 0.56% of 390,000 active; AlphaScreen HP1-beta / biotin-H3K9me3 peptide binding; also: nearly all actives have a fitted effect of over 70% in size; inactives centre near 23
Target sequence (P83916 whole entry, looked up): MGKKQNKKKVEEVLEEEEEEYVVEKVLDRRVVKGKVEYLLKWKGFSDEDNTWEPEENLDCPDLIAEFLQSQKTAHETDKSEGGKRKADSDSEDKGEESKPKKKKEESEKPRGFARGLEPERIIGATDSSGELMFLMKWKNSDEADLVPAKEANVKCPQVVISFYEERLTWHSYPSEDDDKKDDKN
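HP1-beta protein (50 nM final) preincubated 30 min at room temperature with biotinylated H3(1-18)K9me3 peptide (50 nM) in PBS pH 7.4, 0.01% Tween-20, then compound added for 30 min. AlphaScreen streptavidin donor/nickel chelate acceptor beads (10 ug/mL final), 30 min dark, luminescence read.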
rTrxR1 inhibitor – inhibitors of rat thioredoxin reductase 1. O89049. recombinant rTrxR1, NADPH fluorescence consumption, selenite substrate. Potency, µM (top dose mostly 114 µM), without a hit: at the top dose activity change, negative = inhibition, actives largely listed as inhibitors. 1% of 390,000 active. AID 588453; also: % is scaled to controls: 0 for no effect and ±100 for the full control effect; nearly all actives have a fitted effect of over 65% in size
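Rat TrxR1 (90 nM in the dispensed reagent) was pre-reduced with 400 uM NADPH for 5 min at room temperature, then incubated with compound for 15 min. After 400 uM selenite was added, NADPH fluorescence (Ex 340/Em 450 nm) was followed for 8 min.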
JMJD2A Tudor – inhibitors of human JMJD2A Tudor domain | Potency, µM (doses to about 114 µM), without a hit: at the top dose activity change, negative = inhibition, actives largely listed as inhibitors | 4.4% of 390,000 active | AlphaScreen JMJD2A-Tudor / H3K4me3 peptide binding | O75164 | AID 504339; also: % is scaled to controls: 0 for no effect and ±100 for the full control effect; nearly all actives have a fitted effect of over 50% in size
RGS4 inh – human RGS4 inhibition. Potency, µM (series often up to 114 µM), for the others: top-dose activity change, negative = inhibition, usual class: inhibitors. AID 504845. 0.039% of 390,000 active. Transcreener GDP fluorescence polarization, RGS4-accelerated GTP hydrolysis; also: % is scaled to controls: 0 for no effect and ±100 for the full control effect; nearly all actives have a fitted effect of over 75% in size; some results filed as inactive show a strong effect at the top dose
Target sequence (P49798 whole entry, looked up): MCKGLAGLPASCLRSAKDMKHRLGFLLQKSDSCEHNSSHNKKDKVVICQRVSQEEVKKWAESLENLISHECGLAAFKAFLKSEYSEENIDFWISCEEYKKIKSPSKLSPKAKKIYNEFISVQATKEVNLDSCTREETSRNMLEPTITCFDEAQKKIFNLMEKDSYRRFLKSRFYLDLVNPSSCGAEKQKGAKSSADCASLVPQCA
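MLSMR compounds (23 nl, pin-transferred) preincubated 10 min at room temperature with a 500nM (2x) first reagent, then RGS4 at 900nM (2x) plus Transcreener GDP mix added; fluorescence polarization (620/688 nm) read before and after 90 min at 30 °C.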
Active calls of the source: *; i = inactive; ? = inconclusive; . = not tested or not shown; ! = repeats disagree; [ ] = remark or other dose. Unless noted, calls follow the shape of the dose curve; as a rule, active = well fitted curve in the direction sought with a large enough effect; inconclusive = small, poorly fitted or top-dose-only effect, or another doubt; inactive = no such curve, though single readings can be large; an effect the other way counts as inactive or inconclusive. Potency is read from the fitted curve at half-maximal effect. The list is partial; count on the stated rates, not on these rows.

SMILES	Pin1 inhibitor	Tb PGK inh	12-LOX inh	ERG-DNA inh	GLS inh	HP1b chromo inh	rTrxR1 inhibitor	JMJD2A Tudor	RGS4 inh
Cc1ccccc1C1CC(c2ccccc2OC(F)F)Nc2ncnn21 (configuration not stated)	2%	-5%	0%	0%	-7%	16%	4%[57.1 µM]	-28%	-43%
O=C(CCS(=O)(=O)c1ccccc1)NC1CCCC1	0%	-13%	?	4%	-1%	60%[activator]	4%	-5%	-10%
COc1ccc(Cn2nnnc2C(c2ccccc2)N2CCN(c3ccccc3)CC2)cc1 (configuration not stated)	-2%	.	.	.	.	7%	23%	?	14%
O=C(Cn1cnc2ccccc2c1=O)Nc1ccc(-c2nnc3n2CCCCC3)cc1	-3%	-1%	?	-1%	7%	21%	17%	-3%	10%
NC(=O)CSc1nnc(C2CC2)n1Cc1ccccc1	7%	1%	-17%	0%	-6%	36%	-6%	-8%	0%
NC(=Nc1ccccc1)N(c1ccccc1)c1ccccc1	-11%	-9%	3%	-11%	-5%	-5%	24%	-10%	11%
Cc1cc(C(=O)COC(=O)CN=C2NS(=O)(=O)c3ccccc32)c(C)n1CCc1ccc(Cl)cc1	23%	-8%	-10%	.	4%	-9%	5%	-27%	-8%
CCOC(=O)c1nn(-c2cc(C(=O)OC)cc(C(=O)OC)c2)cc1O	6%	3%	6%	-8%	8%	22%	6%	-21%	-7%
O=C(NCCN1CCN(Cc2ccccc2)CC1)c1ccc(CS(=O)(=O)c2ccc(Br)cc2)o1	-12%	-2%	-7%	1%	-10%	14%	14%	-19%	-12%
COc1ccc([N+](=O)[O-])cc1NC(=O)CC1SC(=Nc2cccc(C)c2C)N(/N=C(\C)c2ccc(C)cc2)C1=O (configuration not stated)	12%	4%	35%[activator]	9%	7%	13%	1%[57.1 µM]	-29%	-4%
Cc1ccc(OCC(=O)N(C)Cc2ccccc2)c([N+](=O)[O-])n1	-7%	-11%	0%	-1%	2%	28%	2%	4%	-3%
COC(=O)C1CCN(C(=O)[C@H](C)NC(=O)C2CC(=O)N(c3ccc(F)cc3)C2)CC1 (some centres not stated)	-4%	-3%	2%	-4%	-4%	25%	20%	-11%	26%
O=C(NNC1CC(=O)N(c2ccccc2)C1=O)c1ccccc1Cl (configuration not stated)	-2%	6%	?	2%	17%	30%	9%	-7%	3%
O=C1CCC(C(=O)N2CCCC(C(=O)c3ccc4ccccc4c3)C2)=NN1 (configuration not stated)	-3%	-1%	i	11%	0%	44%	-7%	-17%	-32%
O=C(C(c1ccccc1)c1ccccc1)N1CCN(CC(O)COc2ccccc2)CC1 (configuration not stated)	-6%	-5%	41%[activator]	-9%	10%	18%	23%[57.1 µM]	-22%	48%
COC(=O)C1CSC(C(=O)OC)N1C(=O)CN1CCN(c2ccc(OC)cc2)CC1 (configuration not stated)	2%	.	-11%	4%	46%[activator]	?	8%	-4%	-16%
CCCCn1c(CNC(=O)C23CC4CC(CC(C4)C2)C3)nnc1SCC(=O)Nc1ccccc1	4%	3%	1%	-3%	3%	23%	7%	-23%	0%
CCN(CC(=O)Nc1ccc(OC(F)F)cc1)C1CCCCC1	-2%	-14%	-24%	-2%	-1%	30%[activator]	29%	6%	-2%
COc1ccc(C=O)cc1CSc1ccccn1	-10%	-7%	?	6%	-1%	29%	11%[57.1 µM]	3%	-27%
C#CCOc1ccccc1CNc1ccccc1	-10%	.	-8%	10%	17%	43%[activator]	10%	-4%	2%
COc1cccc(-c2cccc(NC(=O)C3CCN(C4CCOCC4)CC3)c2)c1	-4%	-4%	-3%	1%	-1%	16%[57 µM]	22%	-13%	-10%
CN(CCc1cn[nH]c1)C(=O)CC1C(=O)NCCN1Cc1cccc(Oc2ccccc2)c1 (configuration not stated)	0%	0%	25%	-5%	0%	28%	-7%	-31%	-3%
COc1ccc(C(=O)Nc2cccc([N+](=O)[O-])c2)cc1Br	1%	-2%	184%[activator]	-8%	-7%	55%[activator]	5%[57.1 µM]	-17%[11.4 µM]	1%[11.4 µM]
S=C(NCCCc1cnc[nH]1)NCCCN(Cc1ccc(Cl)c(Cl)c1)c1ccc(Br)cn1	39%[activator]	.	22µM*!	.	10%	.	.	45µM*	.
CCNC(=O)NC(=O)C(C)Oc1ccc(Br)cc1Br (configuration not stated)	-1%	-9%	-9%	6%	12%	32%	22%[57.1 µM]	-16%[11.4 µM]	-6%
SMILES	Pin1 inhibitor	Tb PGK inh	12-LOX inh	ERG-DNA inh	GLS inh	HP1b chromo inh	rTrxR1 inhibitor	JMJD2A Tudor	RGS4 inh
CCCCCCN[C@H]1CCC2C3CC=C4C[C@@H](O)CC[C@]4(C)C3CC[C@@]21C (some centres not stated)	-10%	i	?	6%	-8%	8%	-6%	-8%	-11%
CCOc1cccc(C(=O)Nc2ccc(S(=O)(=O)Nc3cc(C)on3)cc2)c1	4%	-4%	-6%	0%	-7%	30%	29%[57.1 µM]	-15%	-4%
CC1=C(C(=O)Nc2ccccc2)C(c2ccco2)NC(=O)N1 (configuration not stated)	4%	.	13%	4%	-9%	23%	-6%	-12%	0%
Cc1cc(C(=O)NCc2cc(C(=O)O)co2)co1	-15%	-12%	-14%	-7%	-18%	20%	4%	-26%	3%[56.9 µM]
CCOc1ccc(S(=O)(=O)NC2=NCCCCC2)cc1	0%	i	4%	-3%	-3%	63%[activator]	18%	0%	-11%
CCOCCCn1c(=N)c(C(=O)NCc2cccnc2)cc2c(=O)n3ccccc3nc21	3%	4%	0%	6%	-5%	34%	?	-17%	-12%
CC1CCCC(C)N1C(=O)COC(=O)/C=C/c1ccco1 (configuration not stated)	-7%	-4%	64%	-2%	31%[activator]	31%	50µM*	-18%	-43%
CC(=O)NC(Cc1ccccc1)c1ccc2c(c1)OCCCO2 (configuration not stated)	-13%	0%	-22%	-2%	9%	19%	-7%	-21%	-8%
CN(C)c1ccc(NC(=O)Cc2ccccc2)c2ccccc12	17%	-8%	-1%	-10%	-4%	5%	12%	-16%	4%
CC(C)(C)SC(=O)CC1NS(=O)(=O)OC2CCCCC12 (configuration not stated)	-10%	-11%	6%	?	-9%	41%[activator]	-5%[57.1 µM]	-5%	2%
COc1cccc(OC)c1C(=O)Nc1cccc(S(=O)(=O)Nc2ccccc2Cl)c1	4%	-3%	-57%	-4%	0%	22%	18%	-18%	-18%
Cn1cc([N+](=O)[O-])c(C(=O)NCc2cc3ccccc3[nH]2)n1	0%	-9%	-21%	-13%	-2%	47%[activator]	10%	-10%[57.1 µM]	-5%
CCCNC(=O)CN1CCN(c2ncc(NC(=O)c3ccc(Cl)cc3)cc2C(=O)O)CC1	-7%	-22%	3%	-12%	3%	-23%	-4%[57.1 µM]	71µM*	9%
Cc1onc(-c2ccccc2Cl)c1C(=O)N1CCC(C(N)=O)CC1	0%	-1%	4%	0%	0%	-2%	12%	-14%	19%
Cc1cc(NC(=O)Cn2nnc3sc4c(c3c2=O)CCC(C(C)(C)C)C4)no1 (configuration not stated)	34%[activator]	-4%	0%	9%	2%	-14%	10%	?	-8%
O=C(NCC1CCCO1)c1ccc(CNS(=O)(=O)c2cccc(Cl)c2)cc1 (configuration not stated)	-6%	-7%	2%	2%	-11%	-12%	21%[57.1 µM]	-20%	-52%
Cc1cccc(-c2nc(C#N)c(NC3CCCCC3)o2)c1	0%	-7%	0%	-10%	0%	?	13%[57.1 µM]	-23%[57.1 µM]	15%[11.4 µM]
O=S(=O)(c1ccccc1)N(CC1CO1)c1cc(Cl)ccc1Cl (configuration not stated)	-9%	i	-23%	-17%	9%	35%	-4%	10%	-15%

8 of the compounds above, with bars between the fields.
SMILES | Pin1 inhibitor | Tb PGK inh | 12-LOX inh | ERG-DNA inh | GLS inh | HP1b chromo inh | rTrxR1 inhibitor | JMJD2A Tudor | RGS4 inh
Cc1ccccc1C1CC(c2ccccc2OC(F)F)Nc2ncnn21 (configuration not stated) | 2% | -5% | 0% | 0% | -7% | 16% | 4%[57.1 µM] | -28% | -43%
O=C(CCS(=O)(=O)c1ccccc1)NC1CCCC1 | 0% | -13% | ? | 4% | -1% | 60%[activator] | 4% | -5% | -10%
COc1ccc(Cn2nnnc2C(c2ccccc2)N2CCN(c3ccccc3)CC2)cc1 (configuration not stated) | -2% | . | . | . | . | 7% | 23% | ? | 14%
O=C(Cn1cnc2ccccc2c1=O)Nc1ccc(-c2nnc3n2CCCCC3)cc1 | -3% | -1% | ? | -1% | 7% | 21% | 17% | -3% | 10%
NC(=O)CSc1nnc(C2CC2)n1Cc1ccccc1 | 7% | 1% | -17% | 0% | -6% | 36% | -6% | -8% | 0%
NC(=Nc1ccccc1)N(c1ccccc1)c1ccccc1 | -11% | -9% | 3% | -11% | -5% | -5% | 24% | -10% | 11%
Cc1cc(C(=O)COC(=O)CN=C2NS(=O)(=O)c3ccccc32)c(C)n1CCc1ccc(Cl)cc1 | 23% | -8% | -10% | . | 4% | -9% | 5% | -27% | -8%
CCOC(=O)c1nn(-c2cc(C(=O)OC)cc(C(=O)OC)c2)cc1O | 6% | 3% | 6% | -8% | 8% | 22% | 6% | -21% | -7%
